E-sel TNF inh – blocks E-selectin expression induced by TNF alpha; HUVEC TNFa-induced E-selectin immunofluorescence, high content; inhibition, % at 2 µM; hit rate 0.71% among 120,000;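 active means inhibition above the batch mean plus 3 SD, and confirmed as a hit on visual image review, cut at about 43% in these data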;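 further: 0% = TNF-stimulated DMSO wells and 100% = unstimulated control wells; not every result past the cut was called active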
* hit, by the source's call.

SMILES	E-sel TNF inh
CSc1nc2nc(-c3cccc(C(F)(F)F)c3)ccn2n1	-26.4
COc1ccccc1NC(=S)N(Cc1ccccc1)Cc1cccnc1	-5.9
Cc1ccc(-c2cc(C(=O)Nc3cc(C)on3)no2)cc1	17.1
CCN(Cc1cn2cccnc2n1)C1CCCCC1	14.6
O=C(NNC(=O)c1ccccc1-n1cccc1)c1ccc(F)cc1	-7.7
CN(Cc1cccs1)C(=O)Cn1cnc2ccccc2c1=O	16.8
Cc1cc2ncn(/N=C/c3ccc4c(c3)OCO4)c2cc1C	0.5
FC(F)(F)c1ccccc1NC(=S)NN=C1CCCCCC1	7.9
ClCCN1C2=NCCCN2c2ccccc21	11.9
COCCn1c(-c2ccc(C#N)cc2)nc2c1c(=O)[nH]c(=O)n2Cc1ccccc1	-21.2
Nc1ccc(N2CCOCC2)c2nonc12	-1.8
COc1ccc(NC(=O)CSc2nnc3ccc(-c4ccncc4)nn23)cc1OC	-63.3
Cc1ccc(C(=O)COC(=O)CNC(=O)c2cccs2)cc1C	-15.7
O=[N+]([O-])c1ccccc1Oc1ccc(Cl)c2cccnc12	-3.2
CN(C)C(=S)NC1CCS(=O)(=O)C1 (stereo not drawn)	31.2
O=C(c1cccc(C(F)(F)F)c1)C1CCCN(Cc2cccn2-c2ccccn2)C1 (stereo not drawn)	-6.1
CN1CCc2c(OCc3ccc(F)cc3)cccc2C1=O	28.7
CSc1nc2c(c(=O)[nH]1)C(c1cccc(Cl)c1)CC(=O)N2 (stereo not drawn)	0.5
Cc1ccc(C(=O)N/N=C\c2sccc2C)cn1	19.4
CCC(=O)Nc1ccc(S(=O)(=O)Nc2ccccn2)cc1	-20.7
CSC1=NC(=O)/C(=C/c2ccc(SC)cc2)S1	-8.8
Cc1ccc(NN2C(=O)C=C(c3ccccc3)C2=O)cc1	22.7
COc1cc2c(cc1OC)CN(c1nc(CN3CCCC3)nc3sc(C)c(C)c13)CC2	-39.3
Cc1cccc2cc(CN(Cc3cccnc3)C(=O)c3cccs3)c3nnnn3c12	-47.2
Cc1ccc2sc(-c3ccc(NC(=O)/C=C\C(=O)O)cc3)nc2c1	-14.9
COc1cc(=O)n(C)c2c(OCC3OC(C)(C)OC3(C)C)cccc12 (stereo not drawn)	3.3
O=C(O)CSCC(=O)NCc1ccc(Cl)cc1	-35.3
Cc1cc(NC(=O)c2ccccc2)nc2c1c(=O)oc1ccccc12	3.8
CCCn1c(SCC(=O)Nc2cccc(C)n2)nc2c1c(=O)n(C)c(=O)n2C	-30.1
Cc1ccc(OC(=O)c2cccnc2)cc1	9.4
CCCn1nnnc1NC(=O)COc1ccc(Br)cc1	-18.3
COc1ccc(N(C)S(=O)(=O)c2cccc(C(=O)NCc3ccc4c(c3)OCO4)c2)cc1	13.4
CCCCn1nnc(NC(=O)C(c2ccccc2)c2ccccc2)n1	-24.3
O=c1[nH]c2cc3c(cc2cc1CN(Cc1cccnc1)C(=S)NCc1ccco1)OCO3	10.9
CCC(C)NCCC(=O)Nc1ccc(Cl)c(S(=O)(=O)Nc2ccc(Cl)cc2)c1 (stereo not drawn)	19.4
COc1ccc(N2CCN(C(=O)c3cc(=O)[nH]c4ccccc34)CC2)cc1	2.9
CCc1ccc(C(N)=S)cc1	-58.5
Cc1cc(N)n(-c2cc(C)c3ccccc3n2)n1	14.9
O=C(CSc1nc2ccccc2[nH]1)c1c[nH]c2ccccc12	0.8
C=CCn1c(C)cc(C(=O)Cn2nc(C(=O)O)c3ccccc3c2=O)c1C	-24.2
CCCCC(=O)Nc1nc2ccc(C(=O)OC)cc2s1	-20.1
NC(=O)c1cccn1-c1ncc(C(F)(F)F)cc1Cl	5.5
COc1ccc(Cc2noc(CN3CCN(c4ccc(Cl)cn4)CC3)n2)cc1OC	-17.4
CCCn1c(-c2cccs2)nc2c1c(=O)[nH]c(=O)n2Cc1ccccc1	-29.8
CC(C)N1CCc2c(sc(NC(=O)c3nc4ccccc4s3)c2C(N)=O)C1	-21.6
C=CCSc1nnc(-c2ccc([N+](=O)[O-])cc2)o1	-39.0
O=C(NCC(c1cccs1)N1CCOCC1)c1cc(-c2ccc(F)cc2)nc2ccccc12 (stereo not drawn)	-8.1
Cc1[nH]n(-c2ccc(C(=O)O)cc2)c(=O)c1CCO	-24.7
Cc1ccccc1-c1nn(-c2ccc(F)cc2F)cc1CNCC(C)O (stereo not drawn)	-17.6
COc1cc(OC)cc(C(=O)N2CCN(C(=O)c3ccc(-c4ccccc4)cc3)CC2)c1	-8.9
COc1ccc(C(=O)C2CCCN(Cc3cccn3-c3ccc(Cl)cn3)C2)c(OC)c1 (stereo not drawn)	-21.7
Cc1cc([N+](=O)[O-])nn1CC(=O)NCCCn1ccnc1	8.1
Cc1ccc(-n2cc(CN(C)Cc3ncc[nH]3)c(-c3cccc(C)c3)n2)cc1	-6.5
CSc1cccc(NC(=S)N2CCC(N(C)C3CCCCC3C)CC2)c1 (stereo not drawn)	-17.4
COc1ccc(Cc2n[nH]c(=S)n2N)cc1OC	-12.1
COc1ccc(CCn2cnc(=O)c(C#N)c2C)cc1OC	-12.2
CSc1nc2ncc(C(=O)O)c(N)n2n1	8.9
O=C(CCC1CCCN(Cc2ccc3c(c2)CCO3)C1)NCc1ccc(F)c(F)c1 (stereo not drawn)	-0.6
O=C(c1ccc(OC2CCN(Cc3ccccn3)CC2)cc1)N1CCCCCC1	-23.9
O=C1CC(C(=O)Nc2ccc(Cl)cc2)n2ncnc2N1 (stereo not drawn)	33.0
(list continues)
SMILES	E-sel TNF inh
CCOc1ccc(-n2c(C)cc(/C=C3/C(=N)N4C(=NC3=O)SN=C4S(C)(=O)=O)c2C)cc1	9.0
Cc1ccc(S(=O)(=O)NCCSc2ncccn2)cc1	-3.0
Cc1ccc(-n2cc(CNCCc3ncc(C)[nH]3)c(-c3ccc(F)cc3)n2)cc1	-34.3
O=S(=O)(c1ccc(Cl)cc1)N1CCC2(CC1)CO2	-104.2
NC(=O)COc1ccc2oc(-c3ccccc3)cc(=O)c2c1	28.1
CCN1CCN(c2cc3nc(C)n(Cc4ccccc4)c(=O)c3cc2NC(=O)c2ccccc2F)CC1	-18.4
Cc1[nH]c2ccccc2c1CN1CCC(CO)(Cc2ccccc2)CC1	-21.2
COC(=O)c1ccc(COc2ccc(/C=N/O)cc2)o1	-0.6
COc1cc(CCC(=O)OCC(=O)Nc2ccccc2OC(F)F)cc(OC)c1OC	22.0
O=C(CC1C(=O)NCCN1Cc1c(F)cccc1Cl)NCCc1ccccn1 (stereo not drawn)	-9.1
CCOC(=O)C1=C(CN2CC(C)CC(C)C2)NC(=O)NC1c1ccc2c(c1)OCO2 (stereo not drawn)	5.5
CSc1ccc(/C=N/Nc2cccc(C(=O)O)c2)cc1	28.6
CN(C)/C=C/c1onc(-c2c(F)cccc2Cl)c1C#N	4.4
CCOn1c(=O)c(=O)n(O)c2ccccc21	-4.3
C/C(=N/NC(=O)c1ccccc1)C(=O)O	7.9
CCC(C)N(CC(=O)Nc1cccc(C)c1C)C(=O)CCl (stereo not drawn)	-4.0
CCOc1ccc2c(c1)C(N(CCN1CCOCC1)C(=O)Nc1ccccc1)CC(C)(C)O2 (stereo not drawn)	7.6
O=C(/C=C/c1ccco1)OCn1nnc2ccccc2c1=O	-5.7
Cc1ccc(N/C=C(\[N+](=O)[O-])S(=O)(=O)c2ccccc2)cc1	-29.5
Cc1ccc(C)c(NC(=O)CN(C)C(=O)/C=C/c2ccco2)c1	-5.5
O=C1c2cccc3cccc(c23)C(=O)N1c1ccccn1	30.1
Cc1cc(C)c(-c2cc(C)nc3ncnn23)c(C)c1	-13.9
Cc1ccc(-c2nn(-c3ccccc3)cc2CN(C)C(=O)CCC(=O)O)cc1C	19.9
O=C(O)CSc1nnc(CSc2nc3ccccc3s2)n1-c1ccccc1	-13.9
CN(C)CCn1c(=N)n(CC(O)c2ccc(Cl)c(Cl)c2)c2ccccc21 (stereo not drawn)	-21.6
Cc1ccc2c(c1)-c1ncc(C(=O)c3cc(Br)ccc3O)cc1CO2	-34.6
O=C(COc1ccc(OCc2ccccc2)cc1)NN=C1CCCC1	-2.3
O=[N+]([O-])c1cccc(/C=N/Nc2nc(NCc3ccccc3)nc(N3CCOCC3)n2)c1O	-0.8
CCCN(CCC)CC(O)CN1C(=O)N(CN2C(=O)N(CC(O)CN(CCC)CCC)C(=O)C2(C)C)C(C)(C)C1=O (stereo not drawn)	-15.0
CCc1ccc(CN(C)C(=O)CCc2nnc(COc3ccccc3)o2)cc1	-33.4
CC(=O)CNc1ccc(S(=O)(=O)N/N=C/c2ccccc2)cc1	-35.9
CC1=NN(C(=O)CCc2ccccc2)C(O)(c2ccncc2)C1 (stereo not drawn)	-2.9
COc1ccc(Cl)cc1NC(=S)Nc1cccc(C)c1	5.3
c1ccc(CSc2nnc3ccc(-c4ccncc4)nn23)nc1	-33.7
COc1ccc(CCNC(=O)c2ccc(CNc3nc(=S)[nH]c4ccccc34)cc2)cc1OC	-4.9
Cn1cccc1/C=C(\C#N)c1ccccc1	-4.9
COc1cc(Cl)c(C)cc1NC(=O)c1ccc2c(SCC(=O)O)c3c(nc2c1)CCCC3	-7.8
Cc1cc(C)n(-c2cc(Cl)ccc2[N+](=O)[O-])n1	-13.0
O=C(O)Cc1ccc(NS(=O)(=O)c2c(Cl)cccc2Cl)cc1	11.6
Cc1noc2ncnc(N3CCN(c4cccc(Cl)c4)CC3)c12	-48.7
CCCCNC(=S)N1CCN(Cc2ccc3c(c2)OCO3)CC1	-3.0
COCCN(Cc1cc2cc(C)c(C)cc2nc1Cl)C(=O)N1CCOCC1	8.4
FC(F)(F)c1ccccc1NC(=S)N/N=C1\CC2CC=CC12 (stereo not drawn)	-41.1
Cc1cccc(NC(=O)Cc2nnc(NC(=O)Nc3ccccc3F)s2)c1	-40.4
Cc1ccc(CN2CCN(Cc3ccc(OC(C)C)cc3)CC2CCO)o1 (stereo not drawn)	15.2
CN(C)/C=C(\C#N)C(=O)Nc1ccccc1	3.1
Cc1cc(C)c(NC(=O)CSc2nncn2-c2cccnc2)c(C)c1	11.2
COc1ccc(NC(=O)c2cc(Br)c(Br)s2)cn1	0.9
CNC(=O)CN1C(=O)NC2(CCc3ccccc3C2)C1=O (stereo not drawn)	-18.2
COCCNC(=O)c1sc2ncn(CC(=O)Nc3ccc(C)c(Cl)c3)c(=O)c2c1C	4.2
COCCNCCCCSc1ccc(Cl)cc1	-15.0
Cc1ccc2[nH]c3c(c2c1)SC(C)(C)CC3=O	3.1
C=CCNC(=O)COc1ccc(N(C)S(=O)(=O)c2ccc(NC(C)=O)cc2)cc1	27.8
COc1ccc(C(=O)Nc2cc(C)nn2-c2nc3ccccc3[nH]2)c(OC)c1	-0.2
C/C(=N\N=C(N)N)c1ccc(Cl)cc1Cl	8.7
CC(=O)N/C(=C\c1ccccc1)C(=O)Nc1ccc(O)cc1	-7.8
COc1ccc(N2CCN(C(=O)c3nc4nc(C)cc(C)n4n3)CC2)cc1	-21.9
CC(=O)c1ccc(N2Cc3ccccc3C3(CCOCC3)C2=N)cc1	-18.7
COC(=O)NCC(C)OC(=O)Nc1ccc(Cl)cc1 (stereo not drawn)	-13.5
C=CCn1c(SC(C)C#N)nc2sc(CC)cc2c1=O (stereo not drawn)	-22.9
New compounds follow:
SMILES	E-sel TNF inh
COc1ccc(NC(=O)Cn2cnc3sc(C)c(S(=O)(=O)N4CCN(C)CC4)c3c2=O)cc1OC	-8.1
Cc1ccc(O)c(C(=O)c2cc(C#N)c(=O)n(C(C)c3ccccc3)c2)c1 (stereo not drawn)	-20.7
O=S1(=O)CC/C(=N/Nc2ccc(C(F)(F)F)cn2)c2cc(F)ccc21	-10.7
Cc1ccc(CN2C(=O)CCC2C(=O)NCc2ccccc2Cl)cc1 (stereo not drawn)	-0.6
CCOC(=O)/C=C/C(=O)Nc1ccc(S(=O)(=O)N(C)c2ccccc2)cc1	4.2
COC(c1ccccc1)c1nnc(CCC(=O)N(C)CCCC2CCCC2)o1 (stereo not drawn)	24.7
CCn1ncc(-c2csc(N)n2)c1C	-21.1
NC(=O)CN1CCN(c2cccc(Cl)c2)CC1	-28.4
CCC(C)(C)NC(=O)c1sccc1Oc1ccc(F)cc1[N+](=O)[O-]	-6.8
O=C(Nc1ccccc1C(=O)O)c1ccc(Br)c(S(=O)(=O)NCc2ccccc2)c1	-10.9
Fc1ccc(C(c2nnnn2C2CCCCC2)N2CCCC2)cc1 (stereo not drawn)	-33.4
O=C(Nc1nnc(-c2ccccc2)s1)c1ccc(F)cc1	-33.4
Cc1ccc(CSc2nnc3ccc(-c4ccncc4)nn23)cc1	-13.2

Among those listed so far, 18 contain an aryl thioether with sulfur outside any ring.
SMILES	E-sel TNF inh
CSc1nc2nc(-c3cccc(C(F)(F)F)c3)ccn2n1	-26.4
COc1ccc(NC(=O)CSc2nnc3ccc(-c4ccncc4)nn23)cc1OC	-63.3
CSc1nc2c(c(=O)[nH]1)C(c1cccc(Cl)c1)CC(=O)N2 (stereo not drawn)	0.5
CSC1=NC(=O)/C(=C/c2ccc(SC)cc2)S1	-8.8
CCCn1c(SCC(=O)Nc2cccc(C)n2)nc2c1c(=O)n(C)c(=O)n2C	-30.1
O=C(CSc1nc2ccccc2[nH]1)c1c[nH]c2ccccc12	0.8
C=CCSc1nnc(-c2ccc([N+](=O)[O-])cc2)o1	-39.0
CSc1cccc(NC(=S)N2CCC(N(C)C3CCCCC3C)CC2)c1 (stereo not drawn)	-17.4
CSc1nc2ncc(C(=O)O)c(N)n2n1	8.9
Cc1ccc(S(=O)(=O)NCCSc2ncccn2)cc1	-3.0
CSc1ccc(/C=N/Nc2cccc(C(=O)O)c2)cc1	28.6
O=C(O)CSc1nnc(CSc2nc3ccccc3s2)n1-c1ccccc1	-13.9
c1ccc(CSc2nnc3ccc(-c4ccncc4)nn23)nc1	-33.7
COc1cc(Cl)c(C)cc1NC(=O)c1ccc2c(SCC(=O)O)c3c(nc2c1)CCCC3	-7.8
Cc1cc(C)c(NC(=O)CSc2nncn2-c2cccnc2)c(C)c1	11.2
COCCNCCCCSc1ccc(Cl)cc1	-15.0
C=CCn1c(SC(C)C#N)nc2sc(CC)cc2c1=O (stereo not drawn)	-22.9
Cc1ccc(CSc2nnc3ccc(-c4ccncc4)nn23)cc1	-13.2

Not all compounds are listed, so the mix of outcomes need not match the whole.
